KCNK3 block – human KCNK3 channel inhibition, primary screen; B-score at 10 µM; 0.84% of 340,000 active; O14649; CHO-KCNK3 thallium flux, FluxOR fluorescence; stronger effect = lower value;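 active = B-score under library mean minus 4 SD, starting fluorescence ratio at most library mean plus 5 SD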;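 note: more negative B-score means stronger inhibition of thallium flux through KCNK3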
Target sequence (O14649 whole entry, looked up): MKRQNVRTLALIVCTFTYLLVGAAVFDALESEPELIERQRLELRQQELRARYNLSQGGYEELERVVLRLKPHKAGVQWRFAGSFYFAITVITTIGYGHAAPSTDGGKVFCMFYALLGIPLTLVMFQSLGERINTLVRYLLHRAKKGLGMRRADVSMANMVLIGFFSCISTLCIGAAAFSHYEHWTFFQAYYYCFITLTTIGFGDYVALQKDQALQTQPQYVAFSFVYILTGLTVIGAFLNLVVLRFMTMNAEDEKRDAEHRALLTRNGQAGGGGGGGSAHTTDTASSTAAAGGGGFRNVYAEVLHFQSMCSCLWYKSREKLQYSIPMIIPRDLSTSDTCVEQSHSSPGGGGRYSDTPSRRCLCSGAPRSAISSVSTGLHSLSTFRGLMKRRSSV
KCNQ1 block – inhibitors of human KCNQ1 potassium channel; B-score at 10 µM; P51787; CHO-K1 KCNQ1, FluxOR thallium flux fluorescence; stronger effect = higher value; 1.3% of 310,000 active;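 active = compounds whose thallium flux B-score, printed positive for inhibition, exceeds three library SD while starting fluorescence stays within three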;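 note: channel opened by potassium depolarization with thallium stimulus after 20 min compound exposure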
TRPC4 potent – allosteric potentiators of mouse TRPC4 channel | Q9QUQ5 | 0.42% of 310,000 active | HEK293 TRPC4beta/mu-opioid, DAMGO EC20, Fluo-4 Ca2+ flux; stronger effect = higher value | B-score at 10 µM | AID 2227;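 active = B-score of calcium response area above 5 SD of library B-scores, with initial fluorescence ratio within 5 SD of library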;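 note: B-score of integrated fluorescence ratio over time as area under calcium response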
TRPC4 act – opens the mouse TRPC4 cation channel | HEK293 TRPC4beta/mu-opioid, Fluo4 calcium fluorescence; stronger effect = higher value | B-score at 10 µM | 0.49% of 310,000 active | AID 2237;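 active = B-score above 5 SD of library B-scores, and initial fluorescence ratio not above library mean plus 5 SD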;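 note: positive B-score marks a calcium rise read as TRPC4 activation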
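System – HEK293 cells stably co-expressing mouse TRPC4beta and mu-opioid receptor · Signal – Fluo4 calcium-sensitive dye fluorescence, kinetic, 1 Hz baseline · Benchmarks – buffer (low) and maximal DAMGO (high) · Read-out – B score of integrated fluorescence ratio per well · Incubation – dye loading 45 min room temperature, 110 s kinetic read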
KCNQ1 act – human KCNQ1 channel potentiation or activation | CHO-K1 KCNQ1, thallium flux FluxOR fluorescence; stronger effect = higher value | 0.35% of 310,000 active | B-score at 10 µM | AID 2648 | P51787;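 active = fluorescence ratio B-score, a plate-corrected score, at least three library SD, with initial intensity B-score within 5 SD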
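Test system: CHO-K1 cells stably expressing KCNQ1 / Medium: assay buffer / Also added: depolarizing K+/Tl+ stimulus, K2SO4 and Tl2SO4 each 12.5 mM in 5x stock / Incubation: 90 min dye loading and 20 min compound exposure, both at room temperature / Signal: thallium influx via FluxOR fluorescence, kinetic imaging / Evaluation: B score of baseline-normalized fluorescence ratio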
KCNK9 inh – blocks the human KCNK9 two-pore domain potassium channel | HEK293 KCNK9, FluxOR thallium flux fluorescence; stronger effect = lower value | 1.2% of 310,000 active | Q9NPC2 | B-score at 10 µM;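 active = ratio B-score over 3 SD below the library mean, with starting fluorescence within 5 SD of its mean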;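 note: negative B-score means less thallium flux so channel inhibition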
Target sequence (Q9NPC2 whole entry, looked up, the tested form may be a part): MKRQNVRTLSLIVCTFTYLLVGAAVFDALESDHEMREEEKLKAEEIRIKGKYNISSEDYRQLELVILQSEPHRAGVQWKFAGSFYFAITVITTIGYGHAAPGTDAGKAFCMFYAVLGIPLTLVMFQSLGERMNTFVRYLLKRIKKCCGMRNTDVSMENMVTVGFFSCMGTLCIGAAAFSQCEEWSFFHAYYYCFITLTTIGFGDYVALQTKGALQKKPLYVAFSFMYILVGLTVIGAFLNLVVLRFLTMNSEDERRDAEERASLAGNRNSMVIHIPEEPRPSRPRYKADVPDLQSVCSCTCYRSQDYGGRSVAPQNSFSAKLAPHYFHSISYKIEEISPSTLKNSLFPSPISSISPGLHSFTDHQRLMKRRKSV
PolyA inh – blocks polyadenylation in yeast reporter cells; calls only at 12 µM; AID 1875; 0.02% of 300,000 active; S. cerevisiae SKY197-pL101 polyadenylation reporter, beta-gal luminescence; efflux-impaired pdr1/pdr3 knockout yeast; score 100 = 6 SD above DMSO;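 active = lowest replicate activity score at least 50, where 100 means six control SD above control mean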;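 note: yeast exposed to compound for 9 h at 30 °C; higher score means more reporter readthrough which indicates perturbed polyadenylation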
Platelet DG rel – modulates dense granule release in human platelets. human platelet-rich plasma, SFLLRN dense granule ATP release, luminescence. inhibition, %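 (compounds screened at 7.5 µM in platelet-rich plasma)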. 0.22% of 300,000 active;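 active = mean replicate score, as percent of positive control, at or above 50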
DYRK1A inh – blocks rat Dyrk1A kinase activity. ADP-Glo luminescence, NFATc1 peptide. AID 504441. 0.43% of 310,000 active. inhibition, % at 12.5 µM; in the data active = inhibition above about 50%;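 note: plate controls were vehicle with enzyme for no effect and no enzyme for full effect; many of its hits are not listed in these tables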
TRPC4 inh – inhibitors of mouse TRPC4 channel; Q9QUQ5; HEK293 TRPC4beta/mu-opioid, DAMGO-evoked Fluo4 calcium flux; stronger effect = lower value; B-score at 10 µM; 0.39% of 300,000 active; AID 2247;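 active = B-score over 3 SD under the library average, no early fluorescence shift, positive overall ratio signal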
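Signal: kinetic Fluo4 fluorescence imaging of calcium influx. Material: stable TRPC4beta/mu-opioid receptor HEK293 cells. Probe or stimulus: DAMGO in two steps, submaximal then maximal.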
hERG protect – shields human hERG channel from block by proarrhythmic agents | Q12809 | CHO-hERG, FluxOR thallium flux, dofetilide IC70 present | activation (rescue from dofetilide block), less the hit threshold, % at 10 µM | 0.51% of 310,000 active | AID 1511;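 active = activation above the mean of controls blocked by dofetilide plus 5 SD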;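 note: thallium influx through hERG after potassium depolarization seen as dye fluorescence rise; in these data hits start at about 4.7%; inactives centre near -7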
An asterisk follows results filed as active; i = inactive; x = no result given. An excerpt. The share of hits here may be higher or lower than overall.

SMILES	KCNK3 block	KCNQ1 block	TRPC4 potent	TRPC4 act	KCNQ1 act	KCNK9 inh	PolyA inh	Platelet DG rel	DYRK1A inh	TRPC4 inh	hERG protect
Cc1ccc(CC(=O)NCCN2CCOCC2)cc1	i	i	i	i	i	i	i	-2.6	13.8	i	-6.2
COCCNCCCCSc1ccc(Cl)cc1	i	i	i	i	i	i	i	-5.0	x	i	-20.6
CCC(=O)Nc1ccc(Cl)c(NC(=O)c2ccccc2OC)c1	i	i	i	i	i	i	i	14.9	0.4	i	2.3
Cc1ccccc1-c1nnn(CC(=O)N2CCN(S(=O)(=O)c3ccc(Cl)cc3)CC2)n1	i	i	i	i	i	i	i	-27.8	6.1	i	-9.9
Cc1c(C(=O)Nc2ccccc2C(=O)N2CCCC2)cccc1[N+](=O)[O-]	i	i	i	i	i	i	i	-5.9	-0.2	i	-6.3
NC(=O)NC(=O)COC(=O)c1ccc2noc(-c3ccccc3)c2c1	i	i	i	i	i	i	i	-1.6	16.3	i	-4.1
CCc1ccc(NC(=O)C2CCCN(S(C)(=O)=O)C2)cc1 (stereo unspecified)	i	i	i	i	i	i	i	-1.2	-0.4	i	-2.2
CCCNC(=O)c1ccccc1C(=O)NCCC	i	i	i	i	i	i	i	2.2	-3.3	i	-3.3
O=S(=O)(CC(O)COc1ccc(Br)cc1)c1ccccc1 (stereo unspecified)	i	i	i	i	i	i	i	-11.3	0.9	i	-9.4
O=C(NCc1ccccc1)c1onc(CSc2ccc(F)cc2)c1C(=O)NCc1ccccc1	i	i	i	i	i	i	i	-4.9	-1.1	i	-4.9
COc1ccc(S(=O)(=O)N(C)CC(=O)NCc2ccccc2)cc1OC	i	i	i	i	i	i	i	7.9	0.2	i	-6.6
CCSc1nnc(NC(=O)/C=C/c2ccc3c(c2)OCO3)s1	x	i	i	i	i	i	i	9.1	x	i	-7.0
Cc1ccccc1SCC(=O)NCCCn1ccnc1	i	i	i	i	i	i	i	0.4	0.6	i	-8.2
CCN(CC(=O)Nc1cc(Cl)ccc1C)C(=O)c1ccc2c(c1)NC(=O)C(C)S2 (stereo unspecified)	i	i	i	i	i	i	i	-2.2	x	i	-18.1
CCOC(=O)N1CCN(C(=O)C2CCCN(S(C)(=O)=O)C2)CC1 (stereo unspecified)	i	i	i	i	i	i	i	2.9	-6.5	i	-8.9
COc1ccccc1NS(=O)(=O)c1ccc(N2CCOCC2)c(NC(=O)c2ccco2)c1	i	i	i	i	i	i	i	-4.0	x	i	-16.4
O=C1NC(=O)/C(=C\c2ccc(Sc3ccc(Cl)cc3)o2)N1	i	i	i	i	i	i	i	10.6	1.7	i	-3.9
CC(/C=C/c1ccccc1)=N\NC(N)=S	i	i	i	i	i	i	i	-0.9	6.7	i	-5.7
O=C(CCc1nc(-c2ccccc2Cl)no1)Nc1cccnc1	i	i	i	i	i	i	i	-5.2	-5.9	i	-2.1
Cc1ccc(NC(=O)C2(S(=O)(=O)c3ccc(Cl)cc3)CC2)cc1	i	i	i	i	i	i	i	-7.3	-3.2	i	-7.4
CN1C(=O)C(O)(CC(=O)c2ccc(F)cc2)c2cc(Br)ccc21 (stereo unspecified)	i	i	i	i	i	i	x	-5.0	-2.1	i	-4.1
COc1ccc(S(=O)(=O)N2CCCC(C(=O)NCC3CCCO3)C2)cc1OC (stereo unspecified)	i	i	i	i	i	i	i	20.8	1.7	i	-7.1
COc1ccc(NC(=O)CC2C(=O)N(c3ccc(OC)cc3)C(=S)N2NC(=O)c2cccc(F)c2)cc1 (stereo unspecified)	i	i	i	i	i	i	i	-12.2	-3.7	i	-13.2
COCC(C)NC(=O)c1cccc([N+](=O)[O-])c1 (stereo unspecified)	i	i	i	i	i	i	i	-3.3	-2.7	i	-4.2
COc1ccccc1-c1cc(C(=O)N/N=C\c2cn(C)nc2C)c2ccccc2n1	i	i	i	i	i	i	i	4.5	4.3	i	-20.5
C/C(=N\NC(=O)c1n[nH]c2c1CCC2)c1cccs1	i	i	i	i	i	i	i	35.7	28.3	i	-0.2
Cc1n[nH]c(=S)c2nn(-c3ccccc3)c(C)c12	x	i	i	i	i	i	i	-3.2	x	i	-7.5
Cc1cc(C)cc(Nc2cc(C)nc3nc(C)nn23)c1	i	i	i	i	i	i	i	1.9	1.6	i	-3.5
COc1ccc(Cl)cc1NC(=O)CSc1nnc(-c2ccco2)o1	i	i	i	i	i	i	i	-8.2	-2.1	i	-6.2
Cc1cccc(OCC(O)CNC(=O)c2ccccc2C(=O)O)c1 (stereo unspecified)	i	i	i	i	i	i	i	-3.7	6.3	i	-7.7
O=C1C2C(c3cccc(/C=C/c4ccccc4)c3)CC=CC2C(c2ccc3ccccc3c2)N1Cc1ccccc1 (stereo unspecified)	i	i	i	i	i	i	x	-2.6	5.2	i	-7.8
Fc1ccc(NCc2nnc(SCc3nnc(-c4ccccc4)o3)n2CC2CCCO2)cc1 (stereo unspecified)	i	i	i	i	i	i	i	-1.6	2.5	i	-18.1
CCN(CC(=O)Nc1c(F)cccc1F)C(=O)CSc1nc2ccccc2o1	i	i	i	i	i	i	i	-2.8	6.9	i	-16.0
Cc1cccc(NS(=O)(=O)c2ccc(C(=O)N3CCN(c4ccccc4O)CC3)cc2)c1C	i	i	i	i	i	i	i	4.8	1.1	i	-18.5
Cn1nc(C(F)(F)F)c(-c2ccc(F)cc2)c1NC(=O)Nc1ccc(F)cc1	i	i	i	i	i	i	i	-5.6	8.3	i	-14.5
O=c1c2ccc([N+](=O)[O-])c3cccc(c32)c2nc3ccccc3n12	x	i	i	i	i	i	i	7.9	x	i	-5.1
CC(C)Oc1cccc(C(=O)C2CCCN(Cc3ccc4nonc4c3)C2)c1 (stereo unspecified)	-11.6*	i	i	i	i	i	i	4.8	x	i	-9.2
CCN1CCN(S(=O)(=O)c2ccc(Cl)c(C(=O)NC(C)c3ccccc3Cl)c2)CC1 (stereo unspecified)	i	i	i	i	i	i	i	-0.8	7.4	i	-18.2
COc1ccc(C(CNC(=O)C2CCN(S(=O)(=O)c3ccc(F)cc3)CC2)N(C)C)cc1 (stereo unspecified)	i	i	i	137*	i	i	i	10.8	0.5	i	-2.8
CN(C)CCNC(=O)c1cc2c(s1)-c1ccc(Cl)cc1SC2	i	i	i	i	i	i	i	-2.5	33.9	i	-11.7
Cc1ccccc1CSCCNC(=S)Nc1ccccc1	i	8*	i	i	i	i	i	-6.1	4.3	i	-13.8
CCN(CC)CCCNc1nnc(C)c(=O)[nH]1	i	i	i	i	i	i	i	9.7	0.7	i	-5.2
CNC(=O)C(=O)Nc1cc2c3c(c1)CCC(=O)N3CCC2	i	i	i	i	i	i	i	8.0	8.3	i	-8.0
O=C(NCCCN1CCCC1=O)c1cc(COc2ccc(F)cc2F)on1	i	i	i	i	i	i	i	-4.1	3.3	i	-7.8
CCc1nnc(NC(=O)[C@@H]2CCCN2S(=O)(=O)c2ccc3c(c2)OCCO3)s1	i	i	i	i	i	i	i	1.9	-2.5	i	-2.6
CC1=NN(c2ccccc2)C(=O)/C1=C\c1cn(-c2ccccc2)nc1C	i	i	i	i	i	i	i	-4.2	-5.8	i	-2.5
COc1ccc(S(=O)(=O)NCCCCNS(=O)(=O)c2ccc(OC)cc2)cc1	i	i	i	i	i	i	i	8.5	6.7	i	-11.0
CC(=O)c1ccc(N2CCN(c3ncc(C(F)(F)F)cc3Cl)CC2)cc1	i	i	i	i	i	i	i	2.9	-3.0	i	-2.1
CCOc1cc(/C=N/NC(=O)C2CCCC2)ccc1O	i	i	i	i	i	i	i	1.6	-5.4	i	-9.0
CC(OC(=O)CC1CCCCC1)C(=O)Nc1cccc(C#N)c1 (stereo unspecified)	i	i	i	i	i	i	i	-10.9	2.6	i	-7.5
CCCCOc1ccc(C(=O)Nc2ccncc2)cc1	i	i	i	i	i	i	i	10.3	8.3	i	-15.5
CCc1nnc(NC(=O)CSc2nnc(-c3ccc(NS(=O)(=O)c4ccccc4)cc3)o2)s1	i	i	i	i	i	i	i	1.6	-1.3	i	-1.4
COc1ccc(CCN(C(=O)/C=C/C(=O)O)C2CC(=O)N(c3ccccc3)C2=O)cc1 (stereo unspecified)	i	i	i	i	i	i	i	10.0	-6.0	i	-3.0
CCN(CC)c1ccc2c(c1)CCCN2	x	i	i	i	i	i	i	-7.4	x	i	-1.2
CC(Oc1ccc(Br)cc1Cl)C(=O)Nc1ccncc1 (stereo unspecified)	i	i	i	i	i	i	i	2.6	8.9	i	-17.7
Cc1nnc(NC(=O)CSCc2ccccc2)s1	i	i	i	i	i	i	i	0.1	6.1	i	-9.8
CC(C)CC(=O)c1c[nH]c(C(=O)NCC2CCCO2)c1 (stereo unspecified)	i	i	i	i	i	i	i	0.5	-4.0	i	-9.4
O=c1c2ccccc2[nH]c2ccc(F)cc12	i	i	i	i	i	i	i	5.3	0.5	i	-9.4
CC(C)c1ccc(-c2nc3ccccc3s2)cc1	i	i	i	i	i	i	i	41.0	-1.4	i	-9.3
CCOC(=O)N1CCN(C(=O)c2cc(Cl)c(Cl)cc2C(=O)O)CC1	i	i	i	i	i	i	i	-11.2	6.6	i	-1.4

(next part)
SMILES	KCNK3 block	KCNQ1 block	TRPC4 potent	TRPC4 act	KCNQ1 act	KCNK9 inh	PolyA inh	Platelet DG rel	DYRK1A inh	TRPC4 inh	hERG protect
O=C(NCc1ccc2c(c1)OCO2)C1CCC(=O)N1C1CCCC1 (stereo unspecified)	i	i	i	i	i	i	i	9.9	1.8	i	-7.6
COc1ccc(NC(=O)C(c2ccc(OC)cc2)N(C)C(=O)Cc2cccs2)cc1 (stereo unspecified)	i	i	i	i	i	i	i	-7.1	-2.1	i	-8.9
CCOc1ccc(CN2CCNC(=O)C2CC(=O)NCC2CCOCC2)cc1 (stereo unspecified)	i	i	i	i	i	i	i	12.9	-1.5	i	-3.1
CCCCc1c(C)nc2c(OC)cccc2c1SCC(=O)O	i	i	i	i	i	i	i	-5.1	-6.2	i	-11.3
CCn1c(SCC(=O)NC(C)(C)C)nnc1-c1ccncc1	i	i	i	i	i	i	x	3.8	-0.2	i	-13.4
O=C(COc1ccc(F)cc1)N1CCc2ccccc2C1	i	i	i	i	i	i	i	-3.4	0.3	i	-0.4
COCCN(C(=O)CCC(=O)Nc1ccccn1)C(C(=O)NC(C)C)c1ccc(Cl)cc1 (stereo unspecified)	i	i	i	i	i	i	i	1.0	1.8	i	-9.4

Bioassay records: PubChem, several laboratories
